# Screening results from PubChem.
# LYP inhibition: PTPN22 lymphoid phosphatase activity blockers – biochemical, fluorescence intensity, uHTS (AID 1779); recombinant LYP phosphatase, fluorescence intensity; higher % means a stronger effect; inhibition, % at 11.5 µM, or IC50 in µM where a hit was titrated; 0.054% of 290,000 active;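 also: plate controls were vehicle with enzyme for no effect and no enzyme for full effect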
# M17LAP inhibition: P. falciparum M17LAP inhibitors, primary screen, biochemical, fluorogenic H-Leu-NHMec substrate, 1536-well (AID 1619). 0.38% of 220,000 active. recombinant M17LAP, H-Leu-NHMec fluorogenic kinetic assay; higher % means a stronger effect. one-dose inhibition, % at 30 µM; IC50 in µM for titrated hits;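 active = compound inhibiting the enzyme by more than half at any dose during confirmatory dose-response retesting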;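 also: plate controls were full reaction with DMSO carrier for no effect and no enzyme background for full effect; strong numbers were not always called active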
# Dynein cargo inh: blocks dynein driven cargo transport along microtubules; 3617.4 mouse cells, GR-EGFP nuclear translocation imaging; test concentration mostly 20 µM; stimulated with dexamethasone, 1 µM; active compounds read low; z-score, hits read low; 0.47% of 220,000 active;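 active = plate z-score of nuclear minus cytoplasmic receptor signal below a set negative limit, without overly bright fluorescence or cell loss, cut at about -3.5 in these data, passing the limit was not always enough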;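 also: z-score of nuclear minus cytoplasmic ring GR-EGFP intensity difference per well; some compounds called inactive have numbers as strong as hits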
#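 Buffer or medium – tet-free medium with charcoal-stripped serum · Signal – automated 10x imaging of fixed Hoechst-stained cells · Also added – dexamethasone agonist, 1.0 µM final, for 30 min · Incubation – induction 48 h, compound 1 h, agonist 30 min · Read-out – GR-EGFP nuclear translocation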
# PMI inhibitors: MPI enzyme activity inhibition – biochemical, fluorescence intensity, coupled assay, primary screen (AID 1209); purified PMI enzyme, coupled fluorescence intensity; higher % means a stronger effect; inhibition, % at 20 µM; hits with a dose series show IC50 in µM; 0.42% of 190,000 active;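 also: plate controls were DMSO vehicle for no effect and wells lacking substrate for full effect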
# Siah-1 displacement: blockers of Siah-1 interaction with plectin peptide – biochemical, fluorescence polarization, rhodamine-plectin, uHTS, primary screen (AID 1817); Siah-1 / rhodamine-plectin peptide fluorescence polarization; higher % means a stronger effect; 0.02% of 290,000 active; displacement, % at 20 µM; hits with a dose series show IC50 in µM;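 active = displacement of at least 50% at 20 µM, with a fluorescence ratio check between 0.3 and a set limit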;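 also: plate controls were Siah plus tracer with DMSO for no effect and tracer alone without Siah for full effect; strong numbers were not always called active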
# AID2073: disruptors of CaV2.2 binding to Mint1 – biochemical, HTRF (AID 2073) | 0.19% of 290,000 active | inhibition, % at 20 µM, or IC50 in µM where a hit was titrated | HTRF protein-protein interaction, Mint1-CaV2.2; higher % means a stronger effect; in the data active = inhibition mostly above about 51%, no sharp cut-off; also: some results filed as inactive read as strong as hits
# M1AAP inhibition: malaria alanyl aminopeptidase activity blockers – biochemical, fluorogenic H-Leu-NHMec substrate, 1536-well (AID 1445). recombinant M1AAP, H-Leu-NHMec fluorogenic kinetic assay; higher % means a stronger effect. one-dose inhibition, % at 30 µM; IC50 in µM for titrated hits. 0.42% of 220,000 active;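 active = primary inhibition above the hit cutoff, then over 50% inhibition at one or more dose response concentrations, cut at about 23% in these data, passing the limit was not always enough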;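 also: plate controls were DMSO full reaction for no effect and no enzyme background for full effect; strong numbers were not always called active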
# PMI inhibition: human PMI inhibitors, high substrate, primary screen, biochemical, fluorescence intensity, high mannose 6-phosphate (AID 1220); 0.66% of 190,000 active; recombinant PMI enzyme, coupled fluorescence intensity; higher % means a stronger effect; inhibition, % at 20 µM, or IC50 in µM where a hit was titrated
# XIAP displacement: small molecules displacing peptide from XIAP – biochemical, IAP family, fluorescence polarization (AID 1018). XIAP BIR domain, fluorescence polarization peptide displacement; higher % means a stronger effect. displacement, % at 20 µM; hits with a dose series show IC50 in µM. 0.007% of 200,000 active; in the data active = displacement above about 50%; also: a part of the inactive calls stands beside numbers as strong as those of hits
# Dynein cargo inh cytoplasmic EGFP: recorded beside Dynein cargo inh, whose call it bears; z-score; measured here: cytoplasmic GR-EGFP intensity; active compounds read high
# Dynein cargo inh nuclear GR-EGFP: also measured in Dynein cargo inh; calls as there; z-score; measured here: nuclear GR-EGFP intensity;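 lower value marks the stronger effect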
# Dynein cargo inh cell count: second read-out of Dynein cargo inh, no call of its own (marks repeat the call); z-score; measured here: cell count per field
# Starred values were filed as active, the others as inactive; . = no result given. Rule as the data show it, unless noted: active = inhibition above about 50%; inactive = the rest. An unsorted share of the library; about 2.1% have a hit in one of these screens.
SMILES,LYP inhibition,M17LAP inhibition,Dynein cargo inh,Dynein cargo inh cytoplasmic EGFP,Dynein cargo inh nuclear GR-EGFP,Dynein cargo inh cell count,PMI inhibitors,Siah-1 displacement,AID2073,M1AAP inhibition,PMI inhibition,XIAP displacement
CCNc1nc(NCC)nc(-n2nc(C)cc2C)n1,-1%,-6%,-0.79,-0.17,-0.045,0.37,-9%,2%,1%,1%,-9%,-2.7%
COc1ccc(COC(=O)N/N=C(\C)CC(=O)Nc2c(C)cc(C)cc2C)cc1,-5%,4%,-0.35,-0.22,0.49,0.43,-1%,2%,-12%,-2%,-6%,-3.8%
CC(C)(C)OC(=O)NCCc1nnc(SCc2ccccc2)o1,-9%,-5%,-0.27,-0.2,-0.17,0.021,.,0%,-8%,7%,.,.
Cc1ccc(CC2C(=O)N(c3ccc(C)cc3)C(=O)C2C)cc1 (stereo unspecified),-9%,7%,2.4,-0.15,1.5,-1.4,-11%,6%,-6%,-2%,-5%,-2.0%
COc1ccc(NC(=O)CSc2nnnn2Cc2ccccc2)cc1,-6%,7%,-0.057,-0.26,0.18,0.54,-1%,1%,-5%,-1%,2%,-7.6%
C/C(=N\NC(=O)c1ccc(OC2CCCC2)cc1)c1ccc(C)s1,-4%,-4%,1.6,-0.2,1.3,-0.39,6%,3%,0%,2%,4%,-15%
CC(NS(C)(=O)=O)C(c1cccs1)N1CCN(Cc2ccccc2)CC1 (stereo unspecified),0%,15%,-0.25,-0.18,0.094,0.16,15%,-2%,-2%,-1%,13%,-10%
COCc1cc(=O)n2c(-c3ccccc3OC)n[nH]c2n1,-7%,-2%,-0.42,0.2,0.24,0.91,2%,-5%,6%,6%,6%,-5.1%
O=c1c2ccccc2nc2n1CCN2Cc1ccc(Cl)cc1,-9%,0%,-0.52,-0.13,0.065,0.15,9%,1%,0%,3%,4%,-7.2%
CCc1nn(C(C)C(=O)N2CCN(Cc3ccccc3)CC2)c(=O)c2cc3occc3n12 (stereo unspecified),2%,3%,-0.45,-0.24,0.5,0.71,16%,-1%,6%,4%,11%,-4.7%
COc1ccc(S(=O)(=O)NC(C)CCc2ccccc2)cc1 (stereo unspecified),-7%,7%,-0.45,-0.27,0.13,0.6,4%,2%,-5%,8%,4%,-2.7%
Cc1ccccc1/C(N)=N/OC(=O)/C=C/c1ccccc1,-4%,-9%,-0.54,-0.36,-0.072,0.47,12%,0%,0%,3%,6%,-0.7%
Cc1ccccc1NC(=O)COc1ccc(Br)cc1CNCCCO,-8%,-2%,-0.096,-0.3,-0.057,0.5,-4%,-7%,20%,2%,0%,-3.9%
COc1ccc(CCNC(=O)Cn2cnc3c(cnn3C(C)(C)C)c2=O)cc1OC,-4%,-8%,-0.3,-0.3,-0.051,0.18,11%,-2%,-10%,-3%,11%,1.3%
CCN(CC)/C(N)=N/c1nc(C)cc(C)n1,-6%,5%,-0.38,-0.32,-0.24,0.14,12%,4%,11%,1%,4%,-2.4%
CCCOc1ccc(C2c3c(oc4cc(C)c(C)cc4c3=O)C(=O)N2CCCN(C)C)cc1 (stereo unspecified),-4%,13%,-0.79,-0.24,-0.11,0.49,1%,-3%,11%,1%,1%,-0.4%
O=C(Nc1nc2ccc(Cl)cc2s1)c1ccco1,-1%,-2%,-0.14,-0.26,0.11,-0.25,5%,6%,10%,5%,1%,-20%

# Reformatted with tabs: 3 of the compounds above
SMILES	LYP inhibition	M17LAP inhibition	Dynein cargo inh	Dynein cargo inh cytoplasmic EGFP	Dynein cargo inh nuclear GR-EGFP	Dynein cargo inh cell count	PMI inhibitors	Siah-1 displacement	AID2073	M1AAP inhibition	PMI inhibition	XIAP displacement
COc1ccc(CCNC(=O)Cn2cnc3c(cnn3C(C)(C)C)c2=O)cc1OC	-4%	-8%	-0.3	-0.3	-0.051	0.18	11%	-2%	-10%	-3%	11%	1.3%
CCN(CC)/C(N)=N/c1nc(C)cc(C)n1	-6%	5%	-0.38	-0.32	-0.24	0.14	12%	4%	11%	1%	4%	-2.4%
CCCOc1ccc(C2c3c(oc4cc(C)c(C)cc4c3=O)C(=O)N2CCCN(C)C)cc1 (stereo unspecified)	-4%	13%	-0.79	-0.24	-0.11	0.49	1%	-3%	11%	1%	1%	-0.4%

# Retrieved by structure from the list above:
SMILES,LYP inhibition,M17LAP inhibition,Dynein cargo inh,Dynein cargo inh cytoplasmic EGFP,Dynein cargo inh nuclear GR-EGFP,Dynein cargo inh cell count,PMI inhibitors,Siah-1 displacement,AID2073,M1AAP inhibition,PMI inhibition,XIAP displacement
Cc1ccccc1/C(N)=N/OC(=O)/C=C/c1ccccc1,-4%,-9%,-0.54,-0.36,-0.072,0.47,12%,0%,0%,3%,6%,-0.7%
CCN(CC)/C(N)=N/c1nc(C)cc(C)n1,-6%,5%,-0.38,-0.32,-0.24,0.14,12%,4%,11%,1%,4%,-2.4%

# Looked up above.
# Entry for CCc1nn(C(C)C(=O)N2CCN(Cc3ccccc3)CC2)c(=O)c2cc3occc3n12 (stereo unspecified) in XIAP displacement: -4.7%
# Entry for CCNc1nc(NCC)nc(-n2nc(C)cc2C)n1 in PMI inhibition: -9%
# Entry for COc1ccc(CCNC(=O)Cn2cnc3c(cnn3C(C)(C)C)c2=O)cc1OC in PMI inhibition: 11%
# Entry for O=C(Nc1nc2ccc(Cl)cc2s1)c1ccco1 in XIAP displacement: -20%
